TDP1 cell noCPT: qHTS for Inhibitors of human tyrosyl-DNA phosphodiesterase 1 (TDP1): qHTS in cells in absence of CPT. Potency, µM (titrated, usually from 46.2 µM), without a hit: at the highest dose activity change, negative = growth inhibition, hits mostly inhibitors. DT40 Tdp1-/- hTDP1 cells, no CPT, ATP luminescence, 48 h. 420,000 compounds, 15% hits; note: nearly all actives have a fitted effect of over 55% in size
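A cellular qHTS used chicken DT40 cells lacking endogenous Tdp1 but carrying stably transfected human TDP1. Compounds were applied without camptothecin, and cell growth kinetics were judged by ATP-dependent luminescence after ≥48 hr.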
DT40 TDP1 CPT: DT40-hTDP1 cell growth loss with CPT. chicken DT40 Tdp1-/-;hTDP1 cells + 20 nM CPT, ATP luminescence, 48 h. Potency, µM (series often up to 46.2 µM), for the others: top-dose activity change, negative = growth inhibition, actives largely listed as inhibitors. 420,000 compounds, 12% hits. AID 686979; note: nearly all actives have a fitted effect of over 55% in size
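Chicken DT40 Tdp1-/- cells stably complemented with human TDP1 were seeded at 400 cells/well in medium containing 20 nM camptothecin, exposed to pin-transferred compounds, and grown at 37 °C for at least 48 hr. Viability was read as ATP luminescence.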
KAT2A inh: inhibitors of human GCN5L2 histone acetyltransferase. Q92830. GCN5L2 HAT assay, ThioGlo1 CoA-SH fluorescence. Potency, µM (doses to about 58.9 µM), for inactives: top-dose activity change, negative = inhibition, actives largely listed as inhibitors. 390,000 compounds, 0.21% hits. AID 504327
Target sequence (Q92830 whole entry, looked up): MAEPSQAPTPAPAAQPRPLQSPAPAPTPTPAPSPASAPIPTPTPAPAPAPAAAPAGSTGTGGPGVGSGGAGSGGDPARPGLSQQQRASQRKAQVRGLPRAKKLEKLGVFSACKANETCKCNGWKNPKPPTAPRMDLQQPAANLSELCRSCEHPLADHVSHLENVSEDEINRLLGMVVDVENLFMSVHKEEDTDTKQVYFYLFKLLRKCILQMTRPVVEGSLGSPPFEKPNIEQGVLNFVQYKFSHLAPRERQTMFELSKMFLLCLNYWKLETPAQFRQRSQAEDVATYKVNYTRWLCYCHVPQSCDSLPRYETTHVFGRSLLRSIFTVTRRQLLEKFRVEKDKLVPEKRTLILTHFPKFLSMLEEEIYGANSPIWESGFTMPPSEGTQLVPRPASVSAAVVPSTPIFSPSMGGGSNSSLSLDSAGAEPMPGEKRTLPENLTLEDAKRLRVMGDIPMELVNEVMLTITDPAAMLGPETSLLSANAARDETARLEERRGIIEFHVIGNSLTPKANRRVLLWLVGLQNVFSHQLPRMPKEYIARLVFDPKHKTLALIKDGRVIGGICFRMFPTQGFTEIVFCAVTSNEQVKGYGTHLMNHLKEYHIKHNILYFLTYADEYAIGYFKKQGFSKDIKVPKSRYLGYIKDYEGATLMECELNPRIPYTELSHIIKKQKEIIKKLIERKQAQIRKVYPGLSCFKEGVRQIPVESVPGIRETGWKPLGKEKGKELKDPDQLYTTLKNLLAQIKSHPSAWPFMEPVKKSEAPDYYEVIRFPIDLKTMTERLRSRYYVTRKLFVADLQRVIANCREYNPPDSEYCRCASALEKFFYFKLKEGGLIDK
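Free CoA generated was detected with ThioGlo1 (50uM) fluorescence at Ex340nm/Em540nm, read immediately and after 20 min at room temperature. Enzyme, 20 nM in HEPES pH 7.5 buffer, saw compounds 15 min before adding 75uM H3(1-25) peptide and 70uM acetyl-CoA.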
Starred values were filed as active, the others as inactive; ? = inconclusive; . = not tested or not shown; & = joins results of further samples; [ ] = dose if it differs, or a comment. Calls come from the whole dose curve; as a rule, active = well fitted curve in the direction sought with a large enough effect; inconclusive = small, poorly fitted or top-dose-only effect, or another doubt; inactive = no such curve, though single readings can be large; an effect the other way counts as inactive or inconclusive. % is set by controls: 0 for no effect and ±100 for the full control effect; potency is the fitted concentration of half-maximal effect. A portion of the library (hit frequency here may not be typical).

SMILES	TDP1 cell noCPT	DT40 TDP1 CPT	KAT2A inh
CCCCCCCCN1C(=O)C(O)=C(C(C)=O)C1c1ccccn1 (stereo unspecified)	?	-18%	-15%
COc1ccc(/C(O)=C2/C(=O)C(=O)N(CCN(C)C)C2c2ccc(OC)c(OC)c2)c(C)c1 (stereo unspecified)	-14%	-1%	-5%
CCn1c(=O)n(CC(=O)N2CCN(c3ccccc3F)CC2)c(=O)c2ccccc21	?	-3%	0%
COc1cc(/C=C2\SC(=S)N(N(C)c3ccccc3)C2=O)ccc1O	4%	8%	-1%
CNc1c(NC(=O)C2CCC(C)CC2)c(=O)oc2ccccc12 (stereo unspecified)	-2%	-15%	-18%
COc1ccc(CNC(=O)c2noc3c2CCCCC3)cc1	?	-19%	-1%
Cc1ccc(N2C(=O)CC(c3ccsc3)C3=C2CC(C)(C)CC3=O)cc1 (stereo unspecified)	-5%	-10%	-6%
NS(=O)(=O)c1ccc(CCNC(=O)CN2C(=O)COc3ccc(S(=O)(=O)N4CCCC4)cc32)cc1	4%	-7%	-3%
Cc1ccc(N2CCN(S(=O)(=O)c3ccc4c(c3)oc(=O)n4C)CC2C)cc1 (stereo unspecified)	-9%	?	0%
CCCNC(=O)C1(C)CCCN(C(=O)C(c2ccccc2)c2ccccc2)C1 (stereo unspecified)	?	?	.
COc1ccc(COC(=O)CCc2c[nH]c3ccccc23)cc1F	10%	-1%	.
CC1=C(C(N)=O)C(c2ccc(Br)cc2)n2ncnc2N1 (stereo unspecified)	-13%	35%[activator]	11%
COC(=O)c1ccc(CSc2nc3ccccc3[nH]2)o1	-8%	-24%	38%[activator]
CC(=O)Nc1ccc(S(=O)(=O)NCC2CCC(C(=O)N3CCN(c4ccccn4)CC3)CC2)cc1 (stereo unspecified)	?	-24%	-11%
CC(=O)c1cc(CCC(=O)NC2CCCCCC2)oc1C	-2%	0%	-2%
COc1ccc(Br)cc1/C=N/NC(=O)CNC(=O)c1cccnc1	?	?	-19%
NCC1OC(n2cnc3c(=O)[nH]c(N)nc32)C(O)C1O (stereo unspecified)	-5%	-23%	2%
COc1ccc(C(=O)O)cc1S(=O)(=O)Nc1ccc(N2CCCCC2)cc1	-3%	3%	-2%
Cc1coc2cc3oc(=O)c(CC(=O)N(C)CC(=O)O)c(C)c3cc12	-3%	-2%	-8%
Cc1nnc(N2CCC(C(=O)NCc3cccc(Cl)c3)CC2)c2nn(-c3ccccc3)c(C)c12	?	?	0%
CCOc1nnnc2c1sc1nc(N3CCOCC3)c3c(c12)CCCC3	?	?	-1%
Cc1[nH]n(-c2ccccc2)c(=S)c1C=Nc1ccc([N+](=O)[O-])cc1	23µM*	13µM*	7.9µM*
CC(C)(C)c1ccc(C(CC(=O)O)NC(=O)C23CC4CC(CC(C4)C2)C3)cc1 (stereo unspecified)	-10%	-6%	2%
CCN=C(Nc1cccc(F)c1)SC1CC(=O)N(c2ccc(OC)cc2)C1=O (stereo unspecified)	?	?	-3%
CC1(C)NC(=O)N(CCOCCOc2ccccc2-c2ccccc2)C1=O	?	?	-2%
COc1ccc(-n2nc(C(=O)NCC(=O)NCCc3ccc(OC)c(OC)c3)c3ccccc3c2=O)cc1	?	?	-5%
COc1cccc(OCCOCCN(C)CCO)c1	10%	2%	-3%
Fc1ccc(-c2nnc(Cc3ccc(Cl)cc3)o2)cc1	-15%	-3%	-2%
COc1cc(NC(=O)Cn2cc(C(=O)c3ccc(F)cc3)c(=O)c3ccc(C)nc32)cc(OC)c1	-25%	?	-6%
NC(=O)COc1ccc2oc(=O)cc(-c3cc4ccccc4o3)c2c1	?	?	-8%
N[C@@H](C(=O)O)c1ccc(C(=O)O)c(C(=O)O)c1	-14%&-10%&-11%&-9%	-7%&11%&-5%&2%	-18%&-10%&-18%&-9%
CCN1CCN(S(=O)(=O)c2cc(OC)ccc2OC)CC1	3%	1%	-5%
Cc1n[nH]c(=O)c2c(NC(=O)CSc3nnnn3-c3ccc(O)cc3)oc(C)c12	-4%	2%	-4%
CCCCC(CC)C(=O)Nc1cc(=O)[nH]c2nc3ccccc3n12 (stereo unspecified)	-7%	0%	-8%
O=C(O)CCc1ccc(-c2cccs2)n1NC(=O)c1ccccc1Br	-7%	-30%	-20%
CCCCCCCCCCCCCCCCOP(=O)([O-])OCC[N+](C)(C)C	11%	-8%	?

Limited to KAT2A inh and DT40 TDP1 CPT, for some of the entries so far:
mol | KAT2A inh | DT40 TDP1 CPT
COc1ccc(CNC(=O)c2noc3c2CCCCC3)cc1 | -1% | -19%
Cc1ccc(N2C(=O)CC(c3ccsc3)C3=C2CC(C)(C)CC3=O)cc1 (stereo unspecified) | -6% | -10%

Next compounds follow:
SMILES	TDP1 cell noCPT	DT40 TDP1 CPT	KAT2A inh
Cc1ccc(OCC(=O)NNC(=O)c2cc3ccccc3o2)cc1C	7%	4%	3%
CCN(CC)c1ccc(/C=N/NC(=O)c2c[nH]c3ccccc23)cc1	23µM*	?	-15%
Cc1cc(C)n(CC(=O)N2CCCC(N3CCN(Cc4ccc5c(c4)OCO5)CC3)C2)n1 (stereo unspecified)	-25%	-1%	2%
CCOc1ccc(/C=N/NC(=O)c2ccccc2O)cc1CN1CC2CC(C1)c1cccc(=O)n1C2 (stereo unspecified)	?	?	?
COc1ccccc1CNC(=O)CCCn1c(=O)c2ccccc2n(CC(=O)Nc2c(C)cc(C)cc2C)c1=O	?	?	4%
COC(=O)c1cccc(NC(=S)NCCC2=CCCCC2)c1	10µM*	12µM*	-9%
Cc1ccc2oc(=O)c3cnn(CC(=O)N4CCN(c5ccccn5)CC4)c3c2c1	?	-12%	-10%
Cc1oc2ccc(O)c(CN3CCCC(C)C3)c2c1C(=O)Nc1ccccc1 (stereo unspecified)	16µM*	10µM*	-5%
COc1cc(OC)cc(C2=Cc3ccccc3C(CC(C)=O)N2c2ccc(C#CC3(O)CCCCC3)cc2)c1 (stereo unspecified)	?	?	.
CCOc1ccc(/C(O)=C2/C(=O)C(=O)N(Cc3cccnc3)C2c2ccc(N(C)C)cc2)c(C)c1 (stereo unspecified)	0%	-3%	-2%
CN(C)/C=C/C=C1C(=O)CCCC1=O	1%	2%	-13%
COC(=O)c1c(-c2ccccc2)noc1-c1ccccc1	5%	10%	.

Continued (two carried over from the part before).
SMILES	TDP1 cell noCPT	DT40 TDP1 CPT	KAT2A inh
CN(C)/C=C/C=C1C(=O)CCCC1=O	1%	2%	-13%
COC(=O)c1c(-c2ccccc2)noc1-c1ccccc1	5%	10%	.
CC(C)CC(=O)N1CCN(Cc2ccccc2Cl)CC1	15%	6%	-12%
CC(=O)N1CCCc2cc(S(=O)(=O)N(C)CCC#N)ccc21	-19%	-7%	-1%
CN(CC(=O)NNC(=O)Cc1ccccc1F)S(=O)(=O)c1ccc(Cl)cc1	-11%	-11%	1%
CCN(CC)CCNC(=O)c1ccc(NC(=O)c2c(C)nn(-c3ccc(F)cc3)c2Cl)cc1	-9%	-18%	-4%
CCC(CO)Oc1cc(NC(=O)c2cccc(Cl)c2)c2ncn(C(C)C)c2c1 (stereo unspecified)	?	?	3%
O=C(CSc1nncn1-c1cccnc1)Nc1cccc([N+](=O)[O-])c1	-4%	2%	-5%
COc1ccc2nc(/N=C\N(C)C)sc2c1	-2%	-13%	?
CCOc1ccc(C(=O)C(CN2CCOCC2)c2ccccc2)cc1 (stereo unspecified)	3.3µM*	3.3µM*	-1%
COc1ccc(CCN(C)C(=O)Cc2ccc(-c3ccccc3)cc2)cc1OC	16µM*	18µM*	-1%
COC(=O)C(C(=O)OC)C(C[N+](=O)[O-])c1ccc(OC)cc1 (stereo unspecified)	-22%	-23%	-1%
CCC1CCCCN1C(=O)CSc1nnc(N)s1 (stereo unspecified)	9%	4%	0%
CCC(C)NC(=O)c1ccc2nc(CCc3ccccc3)oc2c1 (stereo unspecified)	23µM*	?	-9%
O=C1[C@@H]2Cc3c([nH]c4ccccc34)CN2C(=O)CN1CCCO	2%	-1%	0%
Cc1nn(-c2ccccc2)c(N2CCCC2)c1C=O	?	?	0%
COc1cccc(-c2cc(C(=O)NCCc3ccc(C)cc3)[nH]n2)c1	?	4%	-9%
Cc1ccsc1/C=C(\C#N)C(=O)NCCCN1CCOCC1	2%	-11%	-9%
CC(C)(C)c1ccc(S(=O)(=O)c2cn(CC(=O)Nc3ccccc3)c3ccccc3c2=O)cc1	?	?	-2%
COCC(=O)N(C)C[C@@H]1Oc2cc(-c3ccc(F)cc3)ccc2S(=O)(=O)N([C@H](C)CO)C[C@H]1C	?	?	.
Cc1ccc(S(=O)(=O)NCCc2ccncc2)cc1[N+](=O)[O-]	-17%	-4%	-1%
COCCn1nnnc1C(c1cc(OC)ccc1OC)N1CCc2ccccc2C1 (stereo unspecified)	-22%	-12%	-22%
Cc1ccccc1CN1C(=O)c2ccccc2S(=O)c2ccc(C(=O)NCc3ccccc3)cc21 (stereo unspecified)	?	?	-1%
C=C(C)C(=O)Nc1cccc(C2=NOC3(C2)C[C@@H](C(N)=O)N(C(=O)CC(c2ccccc2)c2ccccc2)C3)c1 (stereo partly specified)	2%	?	-8%
O=C(O)c1ccc(NC2OC[C@@H](O)[C@H](O)[C@H]2O)cc1 (stereo partly specified)	24%	9%	-4%
CCOC(=O)c1ccc(NC(=S)NCc2ccc(S(N)(=O)=O)cc2)cc1	11%	-12%	-19%
Cc1ccc(C23CC4CC(CC(C(=O)OCC(=O)NC5CCS(=O)(=O)C5)(C4)C2)C3)cc1 (stereo unspecified)	-20%	-16%	-11%
CC(C)n1nnc2c(=O)oc3ccccc3c21	-9%	-3%	-1%
O=C(C1=C(O)C(=O)N(CCc2ccccc2)C1c1cccs1)c1ccco1 (stereo unspecified)	-2%	4%	-3%
Cc1c(C)c(C)c(S(=O)(=O)N2CCC3(CC2)OCCO3)c(C)c1C	?	-20%	-8%
Cn1c(=O)c2[nH]c(CSCc3ccccc3)nc2n(C)c1=O	?	?	.
CCCn1cc(CN2CCC(n3nccc3NC(=O)c3ccc4c(c3)OCO4)CC2)c(C)n1	9%	0%	1%
Cn1cc(SCC(=O)Nc2nccs2)c2ccccc21	-11%	-3%	-25%
CCn1c(SCC(=O)c2ccc(NS(=O)(=O)c3ccccc3)cc2)nnc1-c1cccs1	9%	-12%	-6%
Cc1ccnc(SCC(=O)c2ccc(Br)s2)n1	-8%	-1%	-10%
CCOC(=O)c1sc(NC(=O)c2cc(-c3ccc(C)cc3)nc3ccccc23)c(C#N)c1C	16µM*	21µM*	-39%
CCCCCCc1cc2cc(C(=O)Nc3cccc(OC)c3)c(=O)oc2cc1O	3.7µM*	2.6µM*	-1%
C/C(=N\NC(=S)Nc1ccccc1C)C1Cc2ccccc2C(=O)O1 (stereo unspecified)	6.5µM*	?	2%

Compound profiles, as listed above. Order of screens: TDP1 cell noCPT | DT40 TDP1 CPT | KAT2A inh
CC(C)n1nnc2c(=O)oc3ccccc3c21 in the list: -9% | -3% | -1%
CCn1c(SCC(=O)c2ccc(NS(=O)(=O)c3ccccc3)cc2)nnc1-c1cccs1 in the list: 9% | -12% | -6%
O=C(C1=C(O)C(=O)N(CCc2ccccc2)C1c1cccs1)c1ccco1 (stereo unspecified) in the list: -2% | 4% | -3%
Cc1c(C)c(C)c(S(=O)(=O)N2CCC3(CC2)OCCO3)c(C)c1C in the list: ? | -20% | -8%
Cn1cc(SCC(=O)Nc2nccs2)c2ccccc21 in the list: -11% | -3% | -25%

Additional compounds.
SMILES	TDP1 cell noCPT	DT40 TDP1 CPT	KAT2A inh
COc1ccccc1CN(C)c1nnnn1-c1ccccc1	-3%	?	-2%
O=C(Nc1cccnc1)c1ccc(COc2ccccc2Cl)o1	21µM*	18µM*	0%
Nc1cccc2c1C(=O)N(C(=O)c1ccco1)C2=O	3%	46%[activator]	-27%
CCC(Sc1nccn1C)C(=O)Nc1ccc(Cl)cn1 (stereo unspecified)	-4%	-14%	1%
CCNc1nc(NCC)n2c(SCc3ccc(F)cc3)nnc2n1	?	-12%	1%
CCOC(=O)C(=O)/C(=C\N(C)C)c1onc(-c2c(Cl)cccc2Cl)c1C(=O)OC	?	?	2%
COC(=O)/C=C1/SC(=Nc2ccc(C)cc2C)NC1=O	?	-1%	7%
CCCCN1C[C@H](C)[C@@H](CC(=O)Nc2ccccc2)C1=O	-21%	-2%	.
O=C(NC1CCN(c2ncccn2)CC1)c1cccc(F)c1	-20%	-8%	2%
C=CCc1c(C)nc(N2CCSCC2)[nH]c1=O	-14%	-16%	-4%
Cc1ccc2nc(COc3ccccc3NC(=O)Nc3ccc(F)c(Cl)c3)cc(=O)n2c1	15µM*	12µM*	4%

Compound activity: PubChem BioAssay, National Center for Advancing Translational Sciences (NCATS)
